# Tau ThT inhib: qHTS for Inhibitors of Tau Fibril Formation, Thioflavin T Binding | Microtubule-associated protein tau (Homo sapiens), P10636 | hit rate 2.1% among 270,000 | recombinant tau K18 P301L, heparin-induced fibrillization, ThT fluorescence | Potency, µM (series often up to 57.4 µM), for inactives: top-dose activity, negative = inhibition, usual class: inhibitors; note: % is set by controls: 0 for no effect and ±100 for the full control effect; nearly all actives have a fitted effect of over 55% in size
# Target sequence (P10636 561-689 P618L limits assumed): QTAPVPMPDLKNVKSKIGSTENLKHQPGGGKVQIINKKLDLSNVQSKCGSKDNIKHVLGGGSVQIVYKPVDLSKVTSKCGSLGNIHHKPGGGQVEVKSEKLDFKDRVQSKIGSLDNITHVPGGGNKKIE
#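 In this qHTS, human K18 P301L tau is incubated with compound and heparin for 6 hr at 37 C, and Thioflavin T fluorescence then reports fibril load.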
# ALDH1A1 block: qHTS Assay for Inhibitors of Aldehyde Dehydrogenase 1 (ALDH1A1); hit rate 7.3% among 220,000; Purified ALDH1A1, NADH fluorescence, propionaldehyde substrate; Potency, µM (series often up to 75.3 µM), without a hit: at the top dose activity, negative = inhibition, hits mostly inhibitors; Aldehyde dehydrogenase 1A1 (Homo sapiens), P00352; active = well fitted inhibition curve with a large enough effect, not every such curve was filed as active; inconclusive = small, poorly fitted or top-dose-only effect, or another doubt; inactive = no such curve, though single readings can be large or run the other way;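 note: plate controls were no enzyme wells and a reference inhibitor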
# Target sequence (P00352 whole entry, looked up): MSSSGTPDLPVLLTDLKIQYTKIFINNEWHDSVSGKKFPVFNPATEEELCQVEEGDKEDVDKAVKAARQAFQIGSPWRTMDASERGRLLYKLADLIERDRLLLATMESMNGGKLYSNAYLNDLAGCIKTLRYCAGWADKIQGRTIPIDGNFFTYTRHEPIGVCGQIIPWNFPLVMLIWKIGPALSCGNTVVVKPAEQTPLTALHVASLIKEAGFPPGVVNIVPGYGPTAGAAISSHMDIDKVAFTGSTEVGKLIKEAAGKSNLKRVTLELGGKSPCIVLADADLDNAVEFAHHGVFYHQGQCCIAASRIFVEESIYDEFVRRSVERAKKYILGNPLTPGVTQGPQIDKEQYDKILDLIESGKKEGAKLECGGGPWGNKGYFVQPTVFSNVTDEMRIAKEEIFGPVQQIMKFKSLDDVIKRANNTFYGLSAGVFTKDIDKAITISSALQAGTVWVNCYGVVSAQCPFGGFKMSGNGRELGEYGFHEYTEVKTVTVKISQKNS
# Tau FP inhib: qHTS for Inhibitors of Tau Fibril Formation, Fluorescence Polarization; K18 P301L tau heparin fibrillization, Alexa594 FP, 6 h; AID 1468, 2008; Potency, µM (top dose mostly 57.7 µM), for inactives: at the highest dose activity, negative = inhibition, usual class: inhibitors; Microtubule-associated protein tau (Homo sapiens), P10636; hit rate 0.39% among 280,000; note: % is set by controls: 0 for no effect and ±100 for the full control effect; nearly all actives have a fitted effect of over 55% in size
#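 FP of Alexa 594-tau after heparin (20 uM) induction. Substrate: human K18 P301L, 15 uM unlabeled, 0.24 uM labeled. Buffer 100 mM sodium acetate pH 7. 6 hr, 37 C.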
# Tau fluor cs: Counterscreen qHTS for Inhibitors of Tau Fibril Formation, Fluorescence Polarization; hit rate 0.93% among 280,000; tau K18 P301L Alexa594 fluorescence, heparin fibrillization; Potency, µM (top dose mostly 57.7 µM), for inactives: at the top dose activity change, negative = decrease; AID 1463, 2008; note: % is set by controls: 0 for no effect and ±100 for the full control effect; nearly all actives have a fitted effect of over 55% in size
#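 Human tau K18 P301L (15 uM unlabeled, 0.24 uM Alexa 594-labeled) in 100 mM sodium acetate pH 7 with 20 uM heparin, 6 hr at 37 C. ThT 30 uM added, 1 hr ambient; Alexa 594 FP and total fluorescence read at 555/632 nm.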
# JMJD2E inh: qHTS Assay for Inhibitors of Human Jumonji Domain Containing 2E (JMJD2E); JMJD2E catalytic domain, FDH-coupled NADH fluorescence (FDH is formaldehyde dehydrogenase); Lysine-specific demethylase 4E (Homo sapiens), B2RXH2; Potency, µM (top dose mostly 57.1 µM), without a hit: at the highest dose activity change, negative = inhibition, actives largely listed as inhibitors; hit rate 1.6% among 230,000; active = well fitted inhibition curve with a large enough effect, not every such curve was filed as active; inconclusive = small, poorly fitted or top-dose-only effect, or another doubt; inactive = no such curve, though single readings can be large or run the other way;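 note: 0% = wells with enzyme and -100% = buffer wells without enzyme; nearly all actives have a fitted effect of over 50% in size; many of its hits are not listed in these tables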
# Target sequence (B2RXH2 1-337 limits assumed): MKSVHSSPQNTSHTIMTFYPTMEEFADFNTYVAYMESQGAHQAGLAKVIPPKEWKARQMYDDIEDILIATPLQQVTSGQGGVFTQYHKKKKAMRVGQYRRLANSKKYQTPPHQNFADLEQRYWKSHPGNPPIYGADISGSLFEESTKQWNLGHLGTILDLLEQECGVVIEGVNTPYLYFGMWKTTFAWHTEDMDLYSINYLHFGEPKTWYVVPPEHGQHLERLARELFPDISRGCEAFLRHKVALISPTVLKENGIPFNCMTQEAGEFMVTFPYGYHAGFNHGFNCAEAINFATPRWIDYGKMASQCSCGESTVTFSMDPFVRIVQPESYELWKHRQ
# SMN2 splice up: qHTS Assay for Enhancers of SMN2 Splice Variant Expression | HEK293 SMN2-luciferase splicing reporter, luminescence, 30-36 h | Potency, µM (titrated, usually from 46.1 µM), for inactives: at the highest dose activity change, positive = activation, usual class: activators | hit rate 2.8% among 210,000; note: % of control where 0% means no effect; nearly all actives have a fitted effect of over 55% in size
#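 qHTS luciferase splicing reporter: luminescence rises when SMN2 exon 7 is included in transfected HEK293 cells. Compound exposure lasted 30-36 h at 37C, with 4.5 mM final sodium butyrate as control, followed by a ONE-Glo read.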
# HTT cytoprotect: qHTS Multiplex Assay to Identify Dual Action Probes in a Cell Model of Huntington: Cytoprotection (ATP). AID 1471, 2008. Potency, µM (highest dose often 56.4 µM), inactives show cytoprotection (ATP increase), actives largely listed as activators. hit rate 0.14% among 230,000. PC12 HTT-Q103 induced, cytoprotection, ATP luminescence, 40 h;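 note: % of control where 0% means no effect; nearly all actives have a fitted effect of over 45% in size; toxic huntingtin expression switched on by the ecdysone agonist tebufenozide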
#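 ATP quantification (ATPlite) reports survival of PC12 cells in which tebufenozide, 100 nM final, switches on Htt exon 1 with 103 glutamines linked to GFP; compounds are titrated.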
# HTT aggregate: qHTS Multiplex Assay to Identify Dual Action Probes in a Cell Model of Huntington: Aggregate Formation (GFP) | AID 1688, 2009 | Potency, µM (top dose mostly 46.1 µM), for inactives: at the highest dose activity change, negative = inhibition, usual class: inhibitors | hit rate 1.1% among 220,000 | PC12 HttQ103-GFP aggregates, Acumen cytometry, 40 h; note: % is set by controls: 0 for no effect and ±100 for the full control effect; nearly all actives have a fitted effect of over 60% in size
#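 Compounds (qHTS titration) were added to PC12 cells expressing an ecdysone-driven HTT exon 1 Q103–GFP fusion after induction with 100 nM tebufenozide. Aggregate formation was measured as GFP objects in cell lysates.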
# * marks the source's active call; other numbers are inactive results; ? = inconclusive; . = not tested or not shown; [ ] = remark or other dose. Unless noted, calls come from the whole dose curve; as a rule, active = well fitted curve in the direction sought with a large enough effect; inconclusive = small, poorly fitted or top-dose-only effect, or another doubt; inactive = no such curve, though single readings can be large; an effect the other way counts as inactive or inconclusive. Potency is the fitted concentration of half-maximal effect.
# The line under a structure holds: Tau ThT inhib, ALDH1A1 block, Tau FP inhib, Tau fluor cs, JMJD2E inh, SMN2 splice up, HTT cytoprotect, HTT aggregate
- CN(C(=O)c1cc2c(s1)-c1ccccc1S(=O)(=O)C2)c1ccccc1
    -7%, ., -5%, -9%, 2%, ., -5%[10 µM], -5%[9.22 µM]
- Cc1cccc(Cc2nnc(CCC(=O)NCc3cnc4ccccn34)o2)c1
    -4%, ?, -1%, -3%, ?, ., -21%[10 µM], 7%[9.22 µM]
- O=C(Oc1cc(=O)oc2c1c(=O)n1c3c(cccc23)CC1)c1ccccc1
    -19%, ., 7%, -7%, ?, ., 24%[10 µM], -9%[9.22 µM]
- Cc1ccc2c(=O)cc(C(=O)Nc3c(C(=O)c4ccc(F)cc4)oc4ccccc34)oc2c1C
    3%, ., -1%, -1%, ., 9%, ., .
- CCCCc1ccc(N=N/C(C(=O)Nc2cc(OC)c(NC(C)=O)cc2OC)=C(/C)O)cc1
    ?, 2%, 3%, -23%, 2%, -9%, 20%[10 µM], 6%
- COc1ccc(-n2nc(C(=O)Nc3cccc(C)n3)c3c4ccccc4n(C)c3c2=O)cc1
    -10%, ., -8%, -18%, ., 2%, ., .
- Cc1cccc(NC(=O)NNC(=O)c2cc3ccccc3cc2O)c1C
    ?, ?, -12%, -18%, -2%, ., 19%, 3%
- Cc1cc(/C=N/NC(=O)CC#N)c(C)n1-c1ccc([N+](=O)[O-])cc1
    ?, -7%, ?, -24%, 1%, -13%, 10%[1.9 µM], -4%[9.22 µM]
- COc1ccc(C(CC(=O)Nc2nccs2)n2cccc2)cc1 (stereo not given)
    -9%, 0%, 0%, -23%, 5%, 10µM*, -22%, 0%
- Cc1c(C(=O)NCCSCc2c(Cl)cccc2Cl)cccc1[N+](=O)[O-]
    -12%, ?, -13%, ?, 0%, -24%, -36%, -12%
- O=C(NCc1ccccn1)C1CCC(=O)N1C1CCCCC1 (stereo not given)
    -11%, 5%, 3%, -5%, 1%, -4%, 3%, -7%
- O=C(O)C1CC=C(Cl)CC1C(=O)NCc1ccccc1 (stereo not given)
    -8%, 6%, 2%, -2%, 8%, ., 24%, -28%
- CCO[C@H]1OC(C(=O)NCc2ccccc2)=C[C@@H](c2ccccc2)[C@@H]1CCCO
    -8%, 4%, 8%, -9%, 11%, ., -3%[10 µM], 9%[9.22 µM]
- COc1ccc(NC(=O)COC(=O)c2ccc(Cl)c(S(N)(=O)=O)c2)c([N+](=O)[O-])c1
    ?, ?, 4%, -20%, 12%, ., -14%[10 µM], -10%[9.22 µM]
- Cn1ncc(N=Cc2ccccc2)c1C(N)=O
    -12%, 8%, -5%, -9%, -3%, ., -5%, -8%
- CCOC(=O)c1c(NC(=O)CSc2nc(C)cc(C)c2C#N)sc(C(C)=O)c1C
    -5%, 16%, 1%, -5%, 3%, -21%, -6%, 9%
- COc1cccc([C@@H]2Oc3ccc(Br)cc3C[C@H]2OC(=O)Nc2ccc(C)c(Br)c2)c1
    -9%, -4%, 7%, -3%, -24%, -1%, -29%, .
- O=C(CSc1nnc2ccccn12)c1ccc(OC(F)F)cc1OC(F)F
    -17%, -11%, -3%, -11%, -11%, -14%, 1%, -1%
- CN(NS(C)(=O)=O)c1c(C#N)c(C(F)(F)F)nn1C
    2%, 10%, 2%, 6%, 5%, 0%, 15%[10 µM], 8%
- C/C=N/NC(=O)c1cc(Br)ccc1O
    ?, 12%, 2%, -14%, -14%, -10%, 18%[10 µM], 8%
- O=C(OCC(=O)N1N=C(c2ccc(Cl)cc2)CC1c1ccco1)c1ccccc1O (stereo not given)
    0%, ?, 0%, -15%, ?, -7%, -8%, -27%
- COc1ccc(C2CC(=O)Oc3c(C(C)C)ccc(C)c32)cc1 (stereo not given)
    -5%[81.4 µM], 5%, -9%[81.3 µM], -15%[81.3 µM], ., ., -54%[inhibitor], .
- COc1cccc(-c2nnc(SCCOc3ccc4c(C)cc(=O)oc4c3)o2)c1
    ?, ?, 7%, -11%, ?, -18%, -14%, 17%
- Cc1cccc(C(=O)OCC(=O)NCc2cccs2)c1
    8%, 1%, 2%, 5%, -2%, 4%, -7%, -2%
- O=C1C=C(NCC2CCCO2)CC(c2ccccc2)C1 (stereo not given)
    4%, -8%, 3%, 2%, -1%, 13%, -7%, -19%
- CC(=O)c1sc(NC(=O)c2c(F)cccc2F)nc1C
    -3%, -20%, 0%, -5%, 3%, 11%, -1%, -9%
- COc1cccc(OC)c1C(=O)Nc1nc2ccc(S(C)(=O)=O)cc2s1
    -11%, -3%, -11%, -14%, ?, -1%, 0%, -11%
- CCc1nnc(NC(=O)C2Cc3ccccc3CN2S(=O)(=O)c2c(C)c(C)cc(C)c2C)s1 (stereo not given)
    ?, -9%, 3%, -16%, -3%, 17%, -6%, ?
- Cc1ccc2[nH]c(=O)c(CN(CCCN(C)C)C(=O)Nc3cccc(Cl)c3)cc2c1
    9%, 5%, -8%, -12%, -3%, 9%, -9%, 1%
- Cn1c(C(=O)Nc2ccc3c(c2)OCCO3)cc2c(=O)n(C)c3ccccc3c21
    ?, 25µM*, ?, ?, ?, -20%, -46%[inhibitor], -20%

# (next part)
SMILES	Tau ThT inhib	ALDH1A1 block	Tau FP inhib	Tau fluor cs	JMJD2E inh	SMN2 splice up	HTT cytoprotect	HTT aggregate
CC1=CC2=NC(=O)/C(=C\c3ccc(-c4ccc(Cl)cc4)o3)C(=N)N2O1	-10%	-13%	1%	-1%	-5%	19%	13%[10 µM]	-2%
CCOc1ccc(NC(=O)Cn2nc(CC)n3c(cc4sccc43)c2=O)cc1	-1%	.	-3%	-3%	.	1%	.	.
COc1cc(OC)c2c(C)c(CC(=O)NCc3ccccc3OC)c(=O)oc2c1	-5%	.	-1%	-15%	.	3%	.	.
CCn1nnnc1SCC(=O)Nc1nc(-c2cccs2)cs1	?	3.2µM*	5%	-25%	11%	-34%	11%[10 µM]	17%
CC(=O)Nc1cccc(/C(C)=N/NC(=O)c2cc(-c3ccncc3)nc3ccccc23)c1	-5%	.	?	-13%	9%	.	-3%[10 µM]	-19%[9.22 µM]
O=C(NCC1CCCO1)C(c1cccnc1)N(C(=O)Cc1cccs1)c1cccnc1 (stereo not given)	-7%	14%	10%	6%	-4%	11%	15%	-9%
O=C(NCC1CCCO1)c1ccc(CS(=O)(=O)c2ccc(Br)cc2)o1 (stereo not given)	-10%	-9%	6%	-6%	-5%	-8%	6%	11%
c1ccc(-c2nc(NCCCN3CCOCC3)c3ccccc3n2)cc1	0%	5%	-8%	-14%	1%	5%	3%[10 µM]	2%
CNC(=O)CN(c1ccc(OC)cc1)S(=O)(=O)c1ccc(F)cc1	7%	18%	8%	7%	-8%	11%	21%[10 µM]	16%
Cc1cccc(NC(=O)C2CCN(S(=O)(=O)c3c(C)nn(C)c3C)CC2)n1	-12%	2%	-6%	1%	5%	-44%[inhibitor]	4%[10 µM]	-13%
CCCCS(=O)(=O)N1C2=NC(C(=O)OC)=C(C(=O)OC)[C@@H]3N(C)c4ccccc4[C@]23C[C@H]1C(=O)OC	3%[11.5 µM]	6%[13.5 µM]	-1%[11.6 µM]	0%[11.6 µM]	-2%[11.4 µM]	-11%[9.22 µM]	-21%[10 µM]	.
Cc1ccccc1C(=O)Nc1ccccn1	-2%	9%	5%	4%	13%	-19%	-7%	30%
Cc1ccc(S(=O)(=O)N2CCN(c3ccnc4cc(Cl)ccc34)CC2)cc1C	-2%	?	5%	0%	?	-29%	-51%[inhibitor]	?
Cc1ccc(-n2ncc3c(N4CCCC(C)C4)ncnc32)c(C)c1 (stereo not given)	-14%	.	-1%	-17%	3%	.	-9%[10 µM]	-6%[9.22 µM]

# Quoted at random: three records from the list
SMILES	Tau ThT inhib	ALDH1A1 block	Tau FP inhib	Tau fluor cs	JMJD2E inh	SMN2 splice up	HTT cytoprotect	HTT aggregate
Cc1ccccc1C(=O)Nc1ccccn1	-2%	9%	5%	4%	13%	-19%	-7%	30%
CC(=O)Nc1cccc(/C(C)=N/NC(=O)c2cc(-c3ccncc3)nc3ccccc23)c1	-5%	.	?	-13%	9%	.	-3%[10 µM]	-19%[9.22 µM]
O=C(NCC1CCCO1)C(c1cccnc1)N(C(=O)Cc1cccs1)c1cccnc1 (stereo not given)	-7%	14%	10%	6%	-4%	11%	15%	-9%

# Arranged by length of the SMILES (largest number first): some entries from above.
SMILES	Tau ThT inhib	ALDH1A1 block	Tau FP inhib	Tau fluor cs	JMJD2E inh	SMN2 splice up	HTT cytoprotect	HTT aggregate
CCCCS(=O)(=O)N1C2=NC(C(=O)OC)=C(C(=O)OC)[C@@H]3N(C)c4ccccc4[C@]23C[C@H]1C(=O)OC	3%[11.5 µM]	6%[13.5 µM]	-1%[11.6 µM]	0%[11.6 µM]	-2%[11.4 µM]	-11%[9.22 µM]	-21%[10 µM]	.
Cc1c(C(=O)NCCSCc2c(Cl)cccc2Cl)cccc1[N+](=O)[O-]	-12%	?	-13%	?	0%	-24%	-36%	-12%
O=C(NCc1ccccn1)C1CCC(=O)N1C1CCCCC1 (stereo not given)	-11%	5%	3%	-5%	1%	-4%	3%	-7%

# Screening data (PubChem BioAssay)

# Some of the compounds tested; count on the stated rates, not on these rows.
